Screening results from PubChem.
mHtt clearance: compounds clearing mutant huntingtin protein; HeLa Exon1htt(103Q)mCFP, aggregate imaging; zero = plate's median compound well; inhibition, % at 1.5 µM; 47,000 compounds, 0.42% hits;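 active = inhibition of aggregate fluorescence above about 70%, also judged a hit by eye on the cell image, limit read from the data, passing the limit was not always enough; inconclusive = no rule stated for this call; inactive = not judged a hit on image review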;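 note: cells exposed to compound for three days before fixation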
mHtt clearance grain fraction: further read-out of mHtt clearance, marked with its call; fraction fluorescence in grains; measured here: aggregate grain fluorescence fraction; hits give low values;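 scaled fraction of total cell fluorescence in grains with unit not stated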
Active calls of the source: *; ? = inconclusive; nt = not tested or not shown.

1) CC(C(=O)Nc1ccccc1F)N1C(=O)c2ccccc2C1=O (stereo not given)
2) O=C(NCCN1CCOCC1)c1cccs1
3) Cc1ccc(C)c(C(=O)CN2C3=NCCCN3c3ccccc32)c1
4) CCOc1ccc(N=C2C(=O)N(CN3CCOCC3)c3ccccc32)cc1
5) CCOC(=O)N1CCC(N2C(=O)c3ccccc3C2Nc2ccc3c(C)cc(=O)oc3c2)CC1 (stereo not given)
6) Cc1ccn2c(/C=N/OCc3cccc(F)c3)c(-c3ccc(Cl)cc3)nc2c1
7) CCN1CCCC1CNC(=O)Cn1cccc1C(=O)c1ccccc1C (stereo not given)
8) Cc1c(C(=O)O)oc2ccc(S(=O)(=O)NCCC3=CCCCC3)cc12
compound no.,1,2,3,4,5,6,7,8
mHtt clearance,-45,-17,56,38,-56,45,-11,?
mHtt clearance grain fraction,59,25,16,27,52,21,44,nt

9) Cc1c(C(=O)NCc2cccnc2)oc2ccc(S(=O)(=O)N3CCCCC3)cc12
10) COc1ccccc1OCCNc1nc2c(c(=O)n(C)c(=O)n2C)n1C
11) Cc1cnc(C(=O)Nc2ccccc2-n2cccc2)cn1
12) CC(=O)c1ccc(NC(=S)N2C(C)CCCC2C)cc1 (stereo not given)
13) COC(=O)c1cc(NS(=O)(=O)c2ccc3c(c2)CCC(=O)N3)cc(C(=O)OC)c1
14) Cn1c(=O)[nH]c(=O)c2c1nc(CN1CCN(c3cccc(Cl)c3)CC1)n2CCN1CCOCC1
15) COc1ccc(C2OC(=O)CC2C(=O)NC2CCCCCC2)cc1OC (stereo not given)
16) O=C1C2CCCN2C(c2ccccc2)N1c1cccc(Cl)c1 (stereo not given)
compound no.,9,10,11,12,13,14,15,16
mHtt clearance,0,23,-20,44,6,12,0,39
mHtt clearance grain fraction,46,15,22,17,16,19,29,25

Given with values ahead of the structure: 15 of the compounds above
no.	mHtt clearance	mHtt clearance grain fraction	molecule
2	-17	25	O=C(NCCN1CCOCC1)c1cccs1
3	56	16	Cc1ccc(C)c(C(=O)CN2C3=NCCCN3c3ccccc32)c1
4	38	27	CCOc1ccc(N=C2C(=O)N(CN3CCOCC3)c3ccccc32)cc1
5	-56	52	CCOC(=O)N1CCC(N2C(=O)c3ccccc3C2Nc2ccc3c(C)cc(=O)oc3c2)CC1 (stereo not given)
6	45	21	Cc1ccn2c(/C=N/OCc3cccc(F)c3)c(-c3ccc(Cl)cc3)nc2c1
7	-11	44	CCN1CCCC1CNC(=O)Cn1cccc1C(=O)c1ccccc1C (stereo not given)
8	?	nt	Cc1c(C(=O)O)oc2ccc(S(=O)(=O)NCCC3=CCCCC3)cc12
9	0	46	Cc1c(C(=O)NCc2cccnc2)oc2ccc(S(=O)(=O)N3CCCCC3)cc12
10	23	15	COc1ccccc1OCCNc1nc2c(c(=O)n(C)c(=O)n2C)n1C
11	-20	22	Cc1cnc(C(=O)Nc2ccccc2-n2cccc2)cn1
12	44	17	CC(=O)c1ccc(NC(=S)N2C(C)CCCC2C)cc1 (stereo not given)
13	6	16	COC(=O)c1cc(NS(=O)(=O)c2ccc3c(c2)CCC(=O)N3)cc(C(=O)OC)c1
14	12	19	Cn1c(=O)[nH]c(=O)c2c1nc(CN1CCN(c3cccc(Cl)c3)CC1)n2CCN1CCOCC1
15	0	29	COc1ccc(C2OC(=O)CC2C(=O)NC2CCCCCC2)cc1OC (stereo not given)
16	39	25	O=C1C2CCCN2C(c2ccccc2)N1c1cccc(Cl)c1 (stereo not given)

The results go on.
17) O=C(CN1CCN(c2ccc(Cl)cc2)CC1)Nc1ccc(F)cc1
18) COc1ccc(C2C(C(=O)N3CCCCC3)c3ccccc3C(=O)N2C)cc1 (stereo not given)
19) Cc1noc(C)c1S(=O)(=O)Nc1ccc(C(=O)O)cc1
20) N#CCCN(Cc1cccnc1)C(=O)c1ccc(S(=O)(=O)N2CCOCC2)cc1
21) O=c1c2c3c(sc2n2c(=S)[nH]nc2n1Cc1ccccc1)CN(Cc1ccccc1)CC3
22) Cc1ccc(-c2nn(CC(N)=O)c(=O)c3ccccc23)cc1S(=O)(=O)N(C)C
23) Cn1c(NCC(O)c2ccccc2)nc2c1c(=O)n(Cc1ccc(Cl)c(Cl)c1)c(=O)n2C (stereo not given)
24) COCCOC(=O)c1c(C)n(C)c2ccc(OC(=O)C3CC3)cc12
compound no.,17,18,19,20,21,22,23,24
mHtt clearance,-42,17,50,36,4,0,-71,0
mHtt clearance grain fraction,28,32,17,27,17,19,30,18

25) CCCn1c(N)c(Sc2ccc(Cl)cc2)c(=O)n(CCC)c1=O
26) COCCNC(=O)c1ccc2c(c1)NC(=O)CS2
27) CCOC(=O)c1ccc(-c2ccc(C(=O)Nc3cccnc3)o2)cc1
28) Cn1c(SCC(=O)Nc2ccc3cn[nH]c3c2)nnc1-c1cccs1
29) Cc1cc(C)nc(NC2=NCC(=O)N2c2ccccc2Br)n1
30) Cc1nonc1OCCNC(=O)C12CC3CC(CC(C3)C1)C2
31) CCN(CC)C(=O)CCNS(=O)(=O)c1ccc(C)cc1
32) O=C(Nc1ccccc1)Nc1cccc2cccnc12
compound no.,25,26,27,28,29,30,31,32
mHtt clearance,22,22,10,-34,-3,-8,11,41
mHtt clearance grain fraction,31,14,19,28,33,21,36,18

33) COc1ccc2nc(NC(=O)CCc3nc(-c4ccccc4F)no3)sc2c1
34) O=C(Cn1ccc2ccccc2c1=O)NCCC(=O)Nc1ccc2c(c1)OCCO2
35) O=C(Cc1ccccc1)NC1CCN(S(=O)(=O)c2cccc(F)c2)CC1
36) Cc1nnc(NC(=O)C2c3ccccc3Oc3ccccc32)s1
37) Cc1ccc(C(=O)CN(C(=O)c2ccc(Cl)c(Cl)c2)N2C(=O)C3CCCCC3C2=O)cc1C (stereo not given)
38) Cc1cc(O)c(C=Nc2ccc(Cl)cn2)c(=O)o1
39) O=C(O)C1CCCN1S(=O)(=O)c1ccc(Br)s1 (stereo not given) (tested in a mixture with another compound)
40) CC(C)Cc1nc(NCCN2CCOCC2)c(C#N)c2c1COC(C)(C)C2
compound no.,33,34,35,36,37,38,39,40
mHtt clearance,18,-33,66,18,31,4,32,6
mHtt clearance grain fraction,16,45,13,16,26,19,24,20

41) COC(=O)c1ccc(C2/C(=C(/O)c3ccc(OC)cc3)C(=O)C(=O)N2Cc2ccco2)cc1 (stereo not given)
42) CC1(C)CC(=O)c2cn3ncnc3nc2C1
43) CCOc1ccc(C2NC(=O)C(C#N)=C(S)N2c2ccc(OC)cc2)cc1OC (stereo not given)
44) Cc1ccc(S(=O)(=O)c2cc3c(=O)n4ccccc4nc3n(Cc3ccco3)c2=N)cc1C
45) CCCn1c(SCC(=O)Nc2c(C)cccc2CC)nnc1C(C)C
46) Oc1cnn(-c2ccccc2)c1
47) COc1cccc(C2c3c(-c4cc(Cl)c(C)cc4O)n[nH]c3C(=O)N2Cc2cccnc2)c1 (stereo not given)
48) CC(=O)COc1ccc2c3c(c(=O)oc2c1C)CCCCC3
compound no.,41,42,43,44,45,46,47,48
mHtt clearance,9,13,-19,20,-22,9,13,-17
mHtt clearance grain fraction,40,31,48,17,44,31,14,23

49) CCN1CCCC1CNC(=O)CSc1cc(=O)n(CC)c2ccccc12 (stereo not given)
50) CCOC(=O)c1oc2cc(O)ccc2c(=O)c1-c1ccccc1OC
51) OCCN(CCO)Cc1ccc(Br)cc1
52) CCNC(=O)c1ccc(NS(=O)(=O)c2ccccc2)cc1
53) COc1ccc(N(CC(=O)NCC2CCCO2)S(=O)(=O)c2c(C)noc2C)cc1 (stereo not given)
54) COC1CCCCC1Nc1cc(C)ccc1C (stereo not given)
55) CC1(C)OC(=O)N2CCc3ccccc3C21C (stereo not given)
56) Cc1cccc(C)c1N(CC(=O)N1CCN(C)CC1)S(C)(=O)=O
compound no.,49,50,51,52,53,54,55,56
mHtt clearance,38,-22,-27,-11,-20,-9,-9,60
mHtt clearance grain fraction,22,25,27,19,44,36,22,7.5

57) Oc1ccc(Oc2ncc(Cl)cc2Cl)cc1
58) O=C(Nc1ccccc1N1CCN(C(=O)c2ccccc2)CC1)c1ccc2c(c1)OCO2
59) CCOC(=O)c1[nH]c(C)c(C(=O)NC2CCN(C(=O)OCC)CC2)c1C
60) CCc1ccc2[nH]c(=O)c(CN(CCN3CCCC3)C(=O)NC3CCCCC3)cc2c1
61) O=C(c1cccs1)N(Cc1ccco1)C1CCS(=O)(=O)C1 (stereo not given)
62) COc1cc(-c2nnc(-c3ccccc3)o2)cc(OC)c1OC
63) O=C(Cn1cccc1C(=O)c1ccccc1)NCc1ccc2c(c1)OCO2
64) O=C(NC1CCCCCCC1)C1CCN(S(=O)(=O)N2CCC3(CC2)OCCO3)CC1
compound no.,57,58,59,60,61,62,63,64
mHtt clearance,42,0,2,17,8,-12,-33,13
mHtt clearance grain fraction,11,38,37,30,18,22,53,18

65) COc1ccc(-c2onc(C)c2-c2ccccc2)c(O)c1
66) COc1ccc(OC)c(-n2c(SCC(=O)NCc3ccco3)nnc2-c2c[nH]c3ccccc23)c1
67) COc1cc(S(=O)(=O)NCCc2ccc3c(c2)OCO3)ccc1-n1cnnn1
68) O=C(Nc1ccccc1)N(CCCN1CCOCC1)Cc1cccs1
compound no.,65,66,67,68
mHtt clearance,33,65,-13,-386
mHtt clearance grain fraction,16,17,23,241

An excerpt; the hit share may differ from the screen's.
